Assay outcomes as filed in PubChem.
TbPYK inhibitor: inhibitors of Trypanosoma brucei pyruvate kinase. Q57TT1. TbPYK enzyme, Kinase-Glo Plus ATP luminescence, 45 min. Potency, µM (doses to about 76.8 µM), for the others: at the highest dose activity, negative = inhibition, actives largely listed as inhibitors. actives 0.12% (n = 410,000); also: potency is read from the fitted curve at half-maximal effect; nearly all actives have a fitted effect of over 50% in size
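Quantitative HTS: titrated library compounds versus trypanosomal pyruvate kinase in TEA buffer (pH 7.2) containing KCl, MgCl2, BSA and Tween-20. Reactions were initiated with ADP, 130 uM final. Kinase-Glo Plus luminescence was read after 45 min at RT.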
LmPK inhibitor: blocks Leishmania mexicana pyruvate kinase activity; actives 0.37% (n = 290,000); Potency, µM (doses to about 57.5 µM), without a hit: at the top dose activity change, negative = inhibition, usual class: inhibitors; purified LmPK, Kinase-Glo ATP luminescence, 1 h; Q27686; also: potency is read from the fitted curve at half-maximal effect
Target sequence (Q27686 whole entry, looked up): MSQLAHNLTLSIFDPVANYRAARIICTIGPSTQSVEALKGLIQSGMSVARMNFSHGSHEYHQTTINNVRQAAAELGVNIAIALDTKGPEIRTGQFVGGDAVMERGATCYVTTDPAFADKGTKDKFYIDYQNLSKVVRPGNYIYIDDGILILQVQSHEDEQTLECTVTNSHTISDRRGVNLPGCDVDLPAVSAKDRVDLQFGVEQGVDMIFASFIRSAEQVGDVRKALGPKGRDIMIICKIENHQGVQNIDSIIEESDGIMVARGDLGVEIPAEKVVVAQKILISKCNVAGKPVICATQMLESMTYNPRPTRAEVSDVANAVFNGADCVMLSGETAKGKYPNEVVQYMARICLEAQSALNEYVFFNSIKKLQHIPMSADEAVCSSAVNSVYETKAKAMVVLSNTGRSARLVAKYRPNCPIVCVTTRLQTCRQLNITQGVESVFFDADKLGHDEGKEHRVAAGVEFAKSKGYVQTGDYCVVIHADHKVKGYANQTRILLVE
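qHTS format; LmPK 0.1 nM; substrates PEP 0.5 mM and ADP 0.1 mM. One-hour room-temperature incubation, then coupled luciferase luminescence; 0.5 nM enzyme wells mark activation.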
AMA1-RON2 inh: inhibitors of Plasmodium falciparum AMA1-RON2 interaction. actives 0.2% (n = 360,000). AlphaScreen AMA1-biotinylated RON2 peptide binding. AID 720542. Potency, µM (top dose mostly 58.2 µM), inactives show at the highest dose activity change, negative = inhibition, usual class: inhibitors;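 also: potency is read from the fitted curve at half-maximal effect; 0% = vehicle wells and -100% = peptide control; nearly all actives have a fitted effect of over 45% in size; some results filed as inactive show a strong effect at the top dose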
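AMA1 (3D7) with his tag at 25 nM final met compounds first, then biotinylated RON2 peptide at 25 nM; detection used donor plus acceptor beads, 10 µg/mL apiece, read by AlphaScreen after 30 min at room temperature.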
AmpC detergent: AmpC beta-lactamase inhibition with detergent present. P00811. actives 0.041% (n = 370,000). AmpC hydrolysis of nitrocefin, absorbance 480 nm, 0.01% Triton. Potency, µM (titrated, usually from 114 µM), without a hit: top-dose activity change, negative = inhibition, actives largely listed as inhibitors;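 also: potency is read from the fitted curve at half-maximal effect; 0% = no-compound wells and -100% = no-enzyme wells; nearly all actives have a fitted effect of over 25% in size; some results filed as inactive show a strong effect at the top dose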
Target sequence (P00811 whole entry, looked up): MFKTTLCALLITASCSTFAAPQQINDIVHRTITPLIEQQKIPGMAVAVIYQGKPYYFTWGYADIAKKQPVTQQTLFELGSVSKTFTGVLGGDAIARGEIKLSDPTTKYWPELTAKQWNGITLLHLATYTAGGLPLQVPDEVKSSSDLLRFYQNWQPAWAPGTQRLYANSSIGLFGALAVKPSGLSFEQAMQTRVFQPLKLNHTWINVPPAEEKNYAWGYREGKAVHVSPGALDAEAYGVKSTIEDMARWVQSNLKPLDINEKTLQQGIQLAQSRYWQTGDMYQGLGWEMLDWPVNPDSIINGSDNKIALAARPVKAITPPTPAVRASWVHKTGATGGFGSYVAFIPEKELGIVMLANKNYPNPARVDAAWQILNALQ
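AmpC (5.3 nM in the dispensed reagent) in 20 mM phosphate pH 7.0 with 0.01% (detergent screen) or 0.0001% Triton X-100 was preincubated with compounds for 15 min at room temperature. Nitrocefin was then added from an 800 uM solution, and hydrolysis was followed at 480 nm.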
Sm TGR block: blocks Schistosoma mansoni thioredoxin glutathione reductase; Potency, µM (highest dose often 114 µM), for the others: at the highest dose activity change, negative = inhibition, actives largely listed as inhibitors; Q962Y6; purified TGR, DTNB reduction, TNB absorbance 405 nm; AID 485364; actives 3% (n = 360,000); also: potency is read from the fitted curve at half-maximal effect; nearly all actives have a fitted effect of over 60% in size
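TGR 20 nM + NADPH 100 uM (dispensed conc.), cpd preinc 15 min RT; start with NADPH (500 uM addition) then DTNB (15 mM addition). Kinetic TNB absorbance, 405 nm filter. Four-parameter Hill fit across titration.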
AmpC no deterg: blocks E. coli AmpC beta-lactamase in detergent-free assay; AmpC nitrocefin hydrolysis, absorbance 480 nm, 0.0001% Triton; Potency, µM (top dose mostly 57.1 µM), inactives show at the highest dose activity change, negative = inhibition, most hits filed as inhibitors; actives 0.52% (n = 330,000); P00811;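 also: potency is read from the fitted curve at half-maximal effect; plate controls were no compound for no effect and no enzyme for full effect; nearly all actives have a fitted effect of over 20% in size; some results filed as inactive show a strong effect at the top dose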
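20 mM phosphate pH 7.0 + 0.01% (detergent screen) or 0.0001% Triton X-100; 5.3 nM AmpC reagent; cpd preinc 15 min RT; nitrocefin (800 uM stock) to start; A480 q20 s × 4 min; Activity was normalised to no-enzyme and no-compound control wells.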
HCMV antiviral: blocks human cytomegalovirus replication; HFF cells, HCMV-luciferase reporter, 72 h; active compounds read low; activity change, negative = inhibition, % at 57.5 µM; AID 1259415; actives 4.5% (n = 410,000); in the data active = activity change below about -60%; inconclusive = no clear call, values can overlap the other calls; inactive = above about -39%
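Human foreskin fibroblasts infected with luciferase-reporter HCMV at MOI 1 PFU/cell, compounds at two doses. Luciferase measured 72 h post infection; normalized to buffer-only basal and Salinomycin (10uM) controls.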
Active calls of the source: *; ? = inconclusive; . = no result given; [ ] = remark or other dose. Unless noted, calls follow the shape of the dose curve; as a rule, active = well fitted curve in the direction sought with a large enough effect; inconclusive = small, poorly fitted or top-dose-only effect, or another doubt; inactive = no such curve, though single readings can be large; an effect the other way counts as inactive or inconclusive. Unless noted, % is scaled to controls: 0 for no effect and ±100 for the full control effect.

No. | SMILES | AMA1-RON2 inh | AmpC no deterg | TbPYK inhibitor | AmpC detergent | Sm TGR block | HCMV antiviral | LmPK inhibitor
1 | CCCCC(=O)OCC(=O)C1(O)Cc2c(O)c3c(c(O)c2C(OC2CC(NC(=O)C(F)(F)F)C(O)C(C)O2)C1)C(=O)c1c(OC)cccc1C3=O (stereo not drawn) | -5% | . | -5% | . | . | -98* | .
2 | COC(=O)c1ccc(Cn2c(CN3CCOCC3)nc3ccccc3c2=O)o1 | -3% | 47% | -7% | -14% | -21% | -7 | 2%
3 | CCCCNC(C)Cc1ccccc1 (stereo not drawn) | -2% | -17% | -5% | . | . | 111 | .
4 | Cc1cccc(-n2c(SCC(=O)N3CCCC3)nnc2-c2ccccn2)c1C | -2% | 17% | 3% | -9% | 0% | 11 | -5%
5 | Cc1nc(N)nc(N/N=C/c2ccccc2)n1 | 78%[activator] | -6% | -5% | -6% | -6% | 0 | -9%
6 | CC(=O)Nc1ccc(S(=O)(=O)Nc2ccc3c(c2)CCC3)cc1 | 1% | 89%[activator] | 0% | -13% | -26% | -60* | -4%
7 | Cc1nccn1-c1c([N+](=O)[O-])c(=O)n(C)c2ccccc12 | 1% | -13% | 0% | 5% | -16% | 22 | -1%
8 | Cc1c(Cl)cccc1NC(=O)C1CCCN(c2ncnc3onc(C)c23)C1 (stereo not drawn) | . | . | 2% | 13% | 4% | 4 | .
9 | COc1ccc(C(=O)NC(=S)N2CCCCC2c2cccnc2)cc1OC (stereo not drawn) | 81%[activator] | -2% | -1% | ? | -31% | 8 | ?
10 | Cc1cc(NC(=O)C2CCN(S(=O)(=O)c3cccc4nsnc34)CC2)ccc1Br | . | . | -1% | 3% | 1% | ? | .

No. | SMILES | AMA1-RON2 inh | AmpC no deterg | TbPYK inhibitor | AmpC detergent | Sm TGR block | HCMV antiviral | LmPK inhibitor
11 | CN(C(=O)COc1cccc(C#N)c1)C1CCS(=O)(=O)C1 (stereo not drawn) | 9% | -5% | 6% | 10% | -1% | -20 | .
12 | c1ccc2c(N3CCCCC3)nnc(N3CCCCC3)c2c1 | . | -6% | . | 2% | 1% | . | -3%
13 | O=C(Nc1ccc2oc(-c3ccc4ccccc4c3)nc2c1)c1ccccc1F | . | . | 3% | -4% | 0% | 15 | .
14 | CCOC(=O)c1sc(Nc2ccc(C)cc2C)nc1C | ? | -19% | 2% | 0% | 10% | ? | 8%
15 | CCCn1c(=O)c2sccc2n2c(CCCC(=O)Nc3ccc(C)c(F)c3)nnc12 | . | . | 3% | 21% | 2% | ? | .
16 | Cc1ccc(CNC(=O)c2ccc(Cl)cc2[N+](=O)[O-])cc1 | 13% | -16% | -2% | -8% | 3% | 19 | -1%
17 | CC(=O)/C(C#N)=C1\NC(=O)C(Cc2ccc(C)c(Cl)c2)S1 (stereo not drawn) | 7% | -35% | 3% | 0% | -15% | -92* | 5%
18 | CCC(=O)Nc1ccccc1-c1nc2ccccc2n(CC(=O)c2ccc(Cl)cc2)c1=O | . | . | 0% | 5% | -15% | 73 | .
19 | CC1(C)C(=O)C2(CCCCC2)C(=O)OC1c1ccc(O)cc1 (stereo not drawn) | -6% | -18% | -15% | ? | 4% | -2 | 2%
20 | O=C(Nc1nnc(COc2ccc(F)cc2)s1)c1ccco1 | 0% | -31% | -9% | 1% | 5% | 17 | -2%

3 compounds out of the list, arranged by length of the SMILES, low to high:
No. | SMILES | AMA1-RON2 inh | AmpC no deterg | TbPYK inhibitor | AmpC detergent | Sm TGR block | HCMV antiviral | LmPK inhibitor
12 | c1ccc2c(N3CCCCC3)nnc(N3CCCCC3)c2c1 | . | -6% | . | 2% | 1% | . | -3%
13 | O=C(Nc1ccc2oc(-c3ccc4ccccc4c3)nc2c1)c1ccccc1F | . | . | 3% | -4% | 0% | 15 | .
15 | CCCn1c(=O)c2sccc2n2c(CCCC(=O)Nc3ccc(C)c(F)c3)nnc12 | . | . | 3% | 21% | 2% | ? | .

(more compounds)
No. | SMILES | AMA1-RON2 inh | AmpC no deterg | TbPYK inhibitor | AmpC detergent | Sm TGR block | HCMV antiviral | LmPK inhibitor
21 | Cc1cccc(NC(=O)C2(c3ccccc3)CC2(Cl)Cl)c1 (stereo not drawn) | 0% | -44% | -6% | 1% | 6% | 35 | 5%
22 | Cc1cccn2cc(CSc3nnc(Nc4ccc(C(C)C)cc4)s3)nc12 | 3% | -30% | 5% | -7% | -2% | -5 | 2%
23 | COc1ccc(-c2noc(Cc3ccc(Cl)cc3)n2)cc1OC | -11% | 12% | 2% | ? | -2% | 11 | -2%
24 | COC(=O)c1sc(=S)n(-c2cc(F)ccc2F)c1N | -5% | -5% | ? | -4% | 1% | -106* | 1%
25 | CC(=O)Nc1c(Cl)c2c(c(Cl)c1Br)-c1ccc(Cl)cc1C2 | -16% | . | -6% | . | . | 24 | .
26 | Cc1cccc(NC(=O)C2(C)Cc3ccccc3C(=O)O2)c1 (stereo not drawn) | . | . | -10% | 1% | 0% | 19 | .
27 | FC(F)(F)c1ccc(Sc2n[nH]c(C(F)(F)F)n2)nc1 | 7% | -14% | -3% | 6% | 14% | 2 | -7%
28 | Nc1ccc2c(c1)OC1(CCCCC1)O2 | ? | -40% | -9% | 2% | 14µM* | ? | -1%
29 | CCCOc1ccc(C(CC(=O)O)NC(=O)c2sc3ccccc3c2Cl)cc1 (stereo not drawn) | -6% | 3% | 1% | 1% | 1% | -16 | 0%
30 | CC(C)CC1(C)NC(=O)N(CC(=O)Nc2ccc3c(c2)CCC3)C1=O (stereo not drawn) | 42%[activator] | -6% | -36% | 7% | -3% | 1 | 0%

Next part; the last three above are carried over.
No. | SMILES | AMA1-RON2 inh | AmpC no deterg | TbPYK inhibitor | AmpC detergent | Sm TGR block | HCMV antiviral | LmPK inhibitor
28 | Nc1ccc2c(c1)OC1(CCCCC1)O2 | ? | -40% | -9% | 2% | 14µM* | ? | -1%
29 | CCCOc1ccc(C(CC(=O)O)NC(=O)c2sc3ccccc3c2Cl)cc1 (stereo not drawn) | -6% | 3% | 1% | 1% | 1% | -16 | 0%
30 | CC(C)CC1(C)NC(=O)N(CC(=O)Nc2ccc3c(c2)CCC3)C1=O (stereo not drawn) | 42%[activator] | -6% | -36% | 7% | -3% | 1 | 0%
31 | O=C1c2[nH]nc(-c3ccccc3O)c2C(c2ccc(Cl)cc2)N1CCc1ccccc1 (stereo not drawn) | . | . | -6% | 9% | 8% | -95* | .
32 | C/C(=N/NC(=O)c1sc(NS(=O)(=O)c2ccccc2)nc1C)c1ccccc1 | -2% | -35% | -10% | -6% | -17% | -21 | 1%
33 | CC(NC(=O)OC(C)(C)C)C(=O)Oc1ccc2ccc(=O)oc2c1 (stereo not drawn) | 2% | 0% | -2% | -10% | 0% | 34 | 0%
34 | CN1CCN(C(=O)/C=C/c2cccc(Cl)c2)CC1 | -1% | 6% | 5% | -1% | -20% | ? | 2%
35 | COCCn1c(SCC(=O)N2CC(=O)Nc3ccccc32)nc2ccccc21 | 0%[11.6 µM] | -46% | -1% | 0% | -5% | -14 | -1%
36 | NC(=O)N/N=C/C=C/c1ccc(F)cc1 | -10% | -17% | -2% | -5% | -6% | 9 | -2%
37 | O=C(CCCCC(=O)NCCCc1ccccc1)NCCCc1ccccc1 | -2% | 54% | 8% | ? | -16% | 0 | 6%
38 | CC(C)NC(=O)OC1CC2CC1[C@H]1CCCCN1C2=O (stereo partly drawn) | -5% | . | 0% | . | . | 6 | .
39 | O=C1c2ccccc2CCC1C(O)c1ccccn1 (stereo not drawn) | 1% | -1% | -5% | 0% | -11% | 0 | -25%
40 | COc1ccc(NC(=O)Cn2c(=O)n(-c3ccc(CC(=O)NCC4CCCO4)cc3)c(=O)c3ccccc32)c(OC)c1 (stereo not drawn) | . | . | -15% | 8% | -2% | 4 | .

No. | SMILES | AMA1-RON2 inh | AmpC no deterg | TbPYK inhibitor | AmpC detergent | Sm TGR block | HCMV antiviral | LmPK inhibitor
41 | CSc1ccc(CN2CCC(Oc3cccc(C(=O)N4CCCC4)c3)CC2)cc1 | -4% | 107%[activator] | 6% | -8% | -5% | -18 | -3%
42 | COc1cc(C(=O)N2CCC(c3nc4ccccc4o3)CC2)cc(OC)c1OC | . | . | -2% | 15% | 4% | 57 | .
43 | Cc1ccc(S(=O)(=O)/N=C(/NC(=S)Nc2cccc(C)c2)c2ccccc2)cc1 | 4% | -26% | -19% | 1% | ? | -11 | 5%
44 | CCOc1ccc(CNC(=O)c2ccc(NC(=O)N3CCSc4ncccc43)cc2)cc1OC | . | . | -8%[15.4 µM] | ? | 1% | 0 | .
45 | O=C(Nc1c2n(c(=S)n(-c3ccccc3)c1=O)CCCCC2)c1ccccc1 | -3% | -36% | 1% | 1% | -3% | -14 | 3%
46 | CN1CCC(Oc2ccccc2Sc2ccc(C(F)(F)F)cc2)CC1 | 0% | 96%[activator] | -4% | ? | 2% | ? | -4%
47 | CCOc1ccc(N2C(=O)CN(CC(=O)OC)C2=S)cc1 | -9% | 10% | -5% | -7% | 0%[57.1 µM] | -69* | -10%
48 | COc1ccc(-c2cc(-c3ccc(Br)cc3)nc3ncnn23)cc1OC | -14% | -2% | -5% | -14% | -10% | 9 | 9%
49 | COc1ccc2nc(N3CCCCC3)c(/C=C3\SC(=S)NC3=O)cc2c1 | 5% | -53% | 3% | 6% | -2% | -5 | 2%
50 | CCOc1ccc(CN2CCN(Cc3c[nH]c4ccccc34)CC2)cc1 | -20% | -4% | 0% | 0% | -18% | 2 | -1%
51 | CCOc1ccc(Nc2nc(Cc3nnc(SCC(=O)NCc4ccco4)n3CC)cs2)cc1 | 12% | 51% | -4% | ? | ? | ? | 0%
52 | Cc1cccc(NC(=O)CN2CCN(C(=O)COc3cccc(Br)c3)CC2)c1C | -6% | 197%[activator] | 1% | 6% | 2% | -2 | .
53 | Cn1nc(C(=O)NCc2ccccc2)c2ccccc2c1=O | -2% | -16% | 0% | ? | 26% | 48 | -1%

Compound profiles, as listed above:
Cc1ccc(S(=O)(=O)/N=C(/NC(=S)Nc2cccc(C)c2)c2ccccc2)cc1 as listed: AMA1-RON2 inh: 4%; AmpC no deterg: -26%; TbPYK inhibitor: -19%; AmpC detergent: 1%; Sm TGR block: ?; HCMV antiviral: -11; LmPK inhibitor: 5%
CN1CCC(Oc2ccccc2Sc2ccc(C(F)(F)F)cc2)CC1 as listed: AMA1-RON2 inh: 0%; AmpC no deterg: 96%[activator]; TbPYK inhibitor: -4%; AmpC detergent: ?; Sm TGR block: 2%; HCMV antiviral: ?; LmPK inhibitor: -4%

An unsorted share of the library; about 7.4% have a hit in one of these screens.
